# From PubChem BioAssay
# CFTR F508del cor: CFTR F508del correction in bronchial cells; CFBE cells, YFP halide quenching; stimulated with forskolin plus potentiator P3; % fluorescence drop versus neutral controls; activity (quench increase), % at 7.58 µM; 0.36% of 350,000 active; AID 720511;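 active = mean added fluorescence quench of at least 8% versus neutral control, with both replicates also reaching 8%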;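 note: cells transiently co-express mutant CFTR-F508del with the halide-sensitive YFP; corrector assay measuring rescue of mutant channel to the surface after 24 h compound exposure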
# XiGFP reactiv: X-chromosome reactivation activator; XiGFP mouse fibroblasts, % GFP-positive cells imaging, 3 d; cells co-treated with 5-aza-dC sensitizer; scaled so ellipticine positive control = 100%; activation, % at 7.58 µM; 0.055% of 360,000 active; AID 743238;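 active = mean normalized replicate activation at least 10% and every replicate at or above 10%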;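 note: 0% = median of on-plate neutral control wells and 100% = ellipticine 6 µM median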
#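 assay system = SV40-immortalized XiGFP fibroblast cells, line 68-5-11 | buffer or medium = DMEM plus 5-aza-dC sensitizer | doses = single-point pinned compound dosing | times = 3-day compound exposure, then 15 min fixation at room temperature | benchmarks = positive control ellipticine, 6 µM final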
# ARNT TACC3 PPI: disrupts binding between human ARNT and TACC3; AID 623870; 0.66% of 390,000 active; inhibition, % at 9.99 µM; AlphaScreen His-ARNT PAS-B/GST-TACC3 binding, luminescence; TACC3 fragment carries E629A point mutation;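 active = mean inhibition of replicates at least 50% and at least half of replicates each reaching 50%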;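 note: 0% = complete ARNT plus TACC3 wells and 100% = ARNT alone without TACC3; many hits fall short of the cut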
# ERp5 inh: inhibitors of human ERp5; Q15084; ERp5 insulin aggregation, absorbance 650 nm, 90 min; inhibition, % at 9.99 µM; 0.05% of 350,000 active; AID 651711;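 active = mean replicate inhibition above about 25%, with every replicate also reaching it, limit read from the data, passing the limit was not always enough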
# Target sequence (Q15084 whole entry, looked up): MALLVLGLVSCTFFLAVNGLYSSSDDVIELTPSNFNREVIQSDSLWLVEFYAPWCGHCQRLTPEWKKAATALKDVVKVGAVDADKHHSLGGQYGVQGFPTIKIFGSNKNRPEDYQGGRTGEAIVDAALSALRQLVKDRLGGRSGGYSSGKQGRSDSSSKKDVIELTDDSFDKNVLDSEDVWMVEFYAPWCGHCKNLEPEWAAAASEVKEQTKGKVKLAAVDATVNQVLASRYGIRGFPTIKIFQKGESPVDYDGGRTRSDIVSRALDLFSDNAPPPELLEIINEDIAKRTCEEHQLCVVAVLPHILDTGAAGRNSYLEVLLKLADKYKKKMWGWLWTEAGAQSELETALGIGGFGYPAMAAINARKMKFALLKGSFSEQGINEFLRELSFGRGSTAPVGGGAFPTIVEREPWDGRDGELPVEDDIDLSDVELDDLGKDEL
# EWS-Fli block: EWS/Fli transcriptional activity inhibition; A673 NR0B1-luciferase reporter, viability-normalised; inhibition, % at 12.6 µM; 0.67% of 350,000 active; AID 651661;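 active = mean inhibition of at least 50% after viability correction, with every replicate also passing that limit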;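 note: firefly luciferase signal divided by Alamar Blue viability fluorescence both relative to DMSO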
# DENV2 CPE: protects cells from dengue virus 2 cytopathic effect. DENV2-infected cells, cytopathic effect rescue, plate reader. 1.7% of 350,000 active. CPE inhibition, % at 9.99 µM; in the data active = CPE inhibition above about 20%, passing the limit was not always enough; tested in BHK-21 cells;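 note: 0% = median of neutral control wells and 100% = median of positive control wells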
# PAX8 reporter: inhibitors of PAX8 transcriptional activity in RMG-I cells; 1.2% of 360,000 active; inhibition, % at 12.6 µM; RMG-I TPO-luciferase reporter, SteadyGlo, 24 h;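 active = mean replicate inhibition at least 60% with every replicate also reaching 60%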;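 note: luciferase light reporting Pax8 driven TPO promoter activity; plate controls were median of neutral control wells for no effect and mitoxantrone controls for full effect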
# INS-1E GSIS act: primary screen for activators of insulin secretion dependent on glucose, INS-1E cells, GLuc reporter luminescence; 0.61% of 370,000 active; AID 743287; activation, % at 16.6 µM; INS-1E GLuc reporter insulin secretion, 2-3 h;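 active = lowest replicate activation of at least 40%, so every replicate reaches that level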;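 note: 0% = median of neutral control wells and 100% = median of IBMX positive control wells; some compounds called inactive have numbers as strong as hits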
# The depositor's hits bear a star; nt = no result given; & = joins results of further samples.
# Each structure is followed by: CFTR F508del cor, XiGFP reactiv, ARNT TACC3 PPI, ERp5 inh, EWS-Fli block, DENV2 CPE, PAX8 reporter, INS-1E GSIS act
> CC(=O)N1C[C@H]2[C@@H](c3ccccc31)[C@@H](CO)N2Cc1ccc(Cl)cc1
  0.7, 0.0, -4, 1, -3, -8, 15, 9
> O=C1OCCC1Sc1nnc(-c2ccc(F)cc2)n1Cc1ccccc1 (stereo not drawn)
  nt, 0.1, -1, nt, nt, nt, -9, -4
> CCOC(=O)C1=C(C)N=c2s/c(=C/c3ccc(OCC(=O)O)c(OC)c3)c(=O)n2C1c1ccc(Cl)cc1 (stereo not drawn)
  -0.7, 0.2, -5, 6, 8, 1, 20, -5
> O=C1/C(=C\c2cccs2)N=C(c2cccs2)N1Nc1ccccc1
  -0.4, nt, -7, -6, -8, 2, nt, 16
> Cc1noc(C)c1S(=O)(=O)N(C)C[C@@H]1OCCCC[C@@H](C)Oc2ccc(NC(=O)Nc3ccc(C(F)(F)F)cc3)cc2C(=O)N([C@H](C)CO)C[C@H]1C
  1.6, 0.2, 31, -4, 14, 3, nt, 11
> O=C(CSc1nc2ccccc2n1Cc1ccc(Cl)cc1)N/N=C/c1ccc(C(=O)O)cc1
  0.5, 0.0, -1, 8, 3, -3, -24, -2
> Cc1cccc(-n2cc(-c3ccccc3)c3c(=O)[nH]cnc32)c1
  nt, 0.5, -4, nt, nt, nt, -9, -10
> CO[C@H]1CN(C)C(=O)c2cc(NS(C)(=O)=O)ccc2OC[C@@H](C)N(C(=O)C2CCCCC2)C[C@H]1C
  2.2, -0.6, -11, 2, 5, -1, 8, -2
> COc1ccc(S(=O)(=O)N2CCC(C(=O)N[C@H](C(=O)NCc3ccccc3)C(C)C)CC2)cc1
  0.8, -0.1, nt, 9, -3, 47*, -2, nt
> CSc1cccc(N2CC(C(=O)N(Cc3nnc(-c4ccccc4Cl)o3)C3CC3)CC2=O)c1 (stereo not drawn)
  4.1, 0.9, -23, 4, nt, 4, 17, -41
> COC(=O)[C@@H]1[C@@H](CO)[C@@H]2Cn3c(ccc(-c4ccccc4OC)c3=O)[C@@H]2N1CC1CCCC1
  nt, 0.0, 21, -5, 6, -4, nt, 3
> COc1cccc(OCc2cc(C(=O)NCc3ccc4c(c3)OCO4)no2)c1
  1.8, 0.0, -5, -2, nt, 6, -100, -8
> CCc1nc2ccc(C(=O)N3CCC(O)(Cc4ccccc4)CC3)cn2c1N(C)C(=O)Cc1ccccc1
  -0.7, 0.0, nt, 0, -12, 4, 0, 2
> COc1cc(/C=C2\SC(=S)N(NC(C)=O)C2=O)ccc1OC(=O)c1ccco1
  0.3, -0.1, -1, -13, -5, 4, -22, nt
> Cc1ccc(S(=O)(=O)N2CCN(Cc3ccccc3)CC2)s1
  -3.1, 0.0, -4, -5, 1, -2, -15, -12
> CCCN(CCC)CC(O)Cn1cc(/C=C/C(=O)c2ccccc2)c2ccccc21 (stereo not drawn)
  -1.3, 0.0, 12, 4, 21, 8, 1, -23
> Cc1ccc(NC(=O)CSc2nnc(-c3ccncc3)s2)cc1
  2.5, nt, -5, 2, -9, -1, 2, 0
> CC(=O)N1[C@@H](CO)[C@@H](c2ccccc2)C12CN(C(=O)Nc1ccccc1F)C2
  1.9, 0.1, nt, -5, -4, 3, -2, -14
> COc1cccc(-c2cn(CC[C@@H]3CC[C@@H](NS(=O)(=O)Cc4ccccc4)[C@H](CO)O3)nn2)c1
  2.2, -0.4, 38, -8, -69, -1, -61, -5
> CC(=O)N=c1c(C#N)cc2c(=O)n3cccc(C)c3nc2n1CCCOC(C)C
  -1.7, 0.0, nt, -5, 4, -4, 9, nt
> O=C(NN=Cc1ccc(N2CCOCC2)s1)c1ccc([N+](=O)[O-])cc1
  -1.5, 0.5, nt, -4, 3, 4, -3, 4
> CN(C)CC#Cc1ccc([C@@H]2[C@@H](CO)N3C(=O)CN(C(=O)Cc4ccccc4)C[C@@H]23)cc1
  -0.9, 0.1, nt, -3, 7, -2, -2, 6
> CCOC(=O)N1CCN(C(=O)CCCCCn2c(=S)[nH]c3cc4c(cc3c2=O)OCO4)CC1
  -0.4, 0.0, -2, 1, -4, 7, 4, nt
> c1ccc2[nH]c(CSc3nccs3)nc2c1
  nt, nt, -3, -8, nt, nt, -37, -7
> CC(Sc1nnc(NC2CCCCC2)s1)C(=O)N1CCOCC1 (stereo not drawn)
  0.2, -0.2, -14, -2, -6, -5, -12, -4
> CCOc1ccc(NC(=O)[C@@H](NC(=O)OCc2ccccc2)[C@@H](C)CC)cc1
  nt, 0.1, -7, nt, nt, nt, 8, 49*
> COc1ccc2c(c1)c(=O)oc1cc(O)ccc12
  3.8, nt, -9, 7, -9, 3, nt, 12
> CCC(C(=O)NC1CCCC1)N(C(=O)Cn1nnc(-c2ccc(OC)c(OC)c2)n1)c1cccc(O)c1 (stereo not drawn)
  0.7, 0.1, 1, 2, 4, 1, 12, -12
> COc1ccccc1-c1cnc2c(c1)C(=O)N([C@H](C)CO)C[C@H](C)[C@@H](CN(C)Cc1ccncc1)O2
  -0.5, 0.0, 3, -4, -1, -6, nt, -15
> N#CC1=C(S)N(c2ccccc2)C(c2ccco2)NC1=O (stereo not drawn)
  -6.4, 0.0, -2, 2, -3, 5, -8, -12
> O=C(CC[C@H]1O[C@@H](n2cnc3c(NC(=O)c4ccccc4)ncnc32)[C@H](O)[C@@H]1O)NCC(F)(F)F
  -2.9, 0.1, nt, -3, -1, 0, -18, 2
> COc1ccc(-c2cc(C(=O)Nc3cc(Cl)ccc3OC)no2)cc1
  -0.1, 0.3, 8, 10, 15, -3, -3, 14
> CCOc1ccc(N(CC(=O)N2CCOCC2)S(=O)(=O)c2ccc(Cl)cc2)cc1
  1.5, 0.1, -1, -3, -6, -6, 10, -6
> CN(C)C(=O)C[C@@H]1CC[C@@H](NC(=O)NC2CCCCC2)[C@@H](CO)O1
  -2.6, -0.2, -5, 0, 7, nt, 12, 13
> CCc1cc2c(NC3CCCC3)ncnc2s1
  6.2, -0.1, -5, 3, 14, 2, 15, -32
> O=C(CCCN1C(=O)/C(=C/c2ccccc2Cl)SC1=S)NCCCN1CCOCC1
  0.2, 0.2, 9, 6, nt, -5, 9, -5
> CCCCNC(=O)CSc1ccc(S(=O)(=O)N2CCOCC2)cn1
  0.3, 0.0, -3, 4, 0, 6, 0, 7
> CCc1noc(C)c1C(=O)NCCN1C(=O)S/C(=C\c2ccccc2F)C1=O
  1.6, 0.1, nt, 0, 11, 7, 18, -5
> CC1Sc2ccc(S(=O)(=O)N3CCC(C(=O)NCc4ccc(Cl)cc4)CC3)cc2NC1=O (stereo not drawn)
  1.3, 0.1, -4, 3, 18, 5, 38, -49
> O=C(CC1CCCCC1)NCc1ccc(F)cc1
  -0.1, -0.3, -2, -1, -16, 0, -18, 22

# An excerpt from above in order of length of the SMILES, high to low.
# Each structure is followed by: CFTR F508del cor, XiGFP reactiv, ARNT TACC3 PPI, ERp5 inh, EWS-Fli block, DENV2 CPE, PAX8 reporter, INS-1E GSIS act
> O=C(CC[C@H]1O[C@@H](n2cnc3c(NC(=O)c4ccccc4)ncnc32)[C@H](O)[C@@H]1O)NCC(F)(F)F
  -2.9, 0.1, nt, -3, -1, 0, -18, 2
> CCC(C(=O)NC1CCCC1)N(C(=O)Cn1nnc(-c2ccc(OC)c(OC)c2)n1)c1cccc(O)c1 (stereo not drawn)
  0.7, 0.1, 1, 2, 4, 1, 12, -12
> CCOc1ccc(NC(=O)[C@@H](NC(=O)OCc2ccccc2)[C@@H](C)CC)cc1
  nt, 0.1, -7, nt, nt, nt, 8, 49*
> CCOc1ccc(N(CC(=O)N2CCOCC2)S(=O)(=O)c2ccc(Cl)cc2)cc1
  1.5, 0.1, -1, -3, -6, -6, 10, -6
> O=C(NN=Cc1ccc(N2CCOCC2)s1)c1ccc([N+](=O)[O-])cc1
  -1.5, 0.5, nt, -4, 3, 4, -3, 4
> N#CC1=C(S)N(c2ccccc2)C(c2ccco2)NC1=O (stereo not drawn)
  -6.4, 0.0, -2, 2, -3, 5, -8, -12
> O=C(CC1CCCCC1)NCc1ccc(F)cc1
  -0.1, -0.3, -2, -1, -16, 0, -18, 22
> CCc1cc2c(NC3CCCC3)ncnc2s1
  6.2, -0.1, -5, 3, 14, 2, 15, -32

# Remaining list, next part:
# Each structure is followed by: CFTR F508del cor, XiGFP reactiv, ARNT TACC3 PPI, ERp5 inh, EWS-Fli block, DENV2 CPE, PAX8 reporter, INS-1E GSIS act
> N/C(Cc1cccc2ccccc12)=N\OC(=O)c1ccc2c(c1)OCO2
  0.7, 0.2, -3, 0, -10, -8, 11, 7
> Cc1ccc(-c2nn(-c3ccccc3)cc2C=C2SC(=S)N(CCS(=O)(=O)O)C2=O)cc1
  3.9, 0.1, nt, -3, -1, -5, -5, 0
> CC1(C)S[C@@H]2[C@H](NC(=O)COc3ccccc3)C(=O)N2C1C(=O)OCC1CCCCC1 (stereo partly drawn)
  -0.3, 0.2, 0, 2, -10, 2, 7, -29
> NC(=O)C1=C[C@H](c2ccccc2)C[C@H](OCc2ccc(CO)cc2)O1
  -1.6&3.1, 0.0, -1&1, 1&0, -71&-61, 4&5, -13&-36, 7
> O=[N+]([O-])c1ccc(N2CCN(Cc3cccc([N+](=O)[O-])c3)CC2)cc1
  2.0, 0.2, 3, -1, -1, 4, 26, 10
> COc1ccc(C2Nc3ccccc3C(=O)N2Cc2ccccc2)cc1Cn1nnc2ccccc21 (stereo not drawn)
  -0.6, nt, -3, -10, 20, 1, nt, -2
> COc1ccc(NC(=O)c2ccc3[nH]c(=O)c(=O)[nH]c3c2)c(OC)c1
  2.4, 0.0, 7, 1, nt, 6, -4, 7
> C[C@H](CO)N1C[C@H](C)[C@H](CN(C)Cc2cccc(O)c2)OCc2cnnn2CCCC1=O
  -3.2, -0.6, 17, 0, 5, 1, nt, -1
> COc1ccc(-n2c(SCC(=O)Nc3cc(C)on3)nc3c(c2=O)SCC3)cc1OC
  0.6, 0.2, -7, 1, 4, -5, 5, 13
> O=C(COC(=O)c1ccc[nH]c1=O)NCCC1=CCCCC1
  1.0, 0.0, -13, -1, -1, 2, -19, 2
> C[C@@H]1CCCCO[C@H](CN(C)C(=O)C2CCCCC2)[C@@H](C)CN([C@H](C)CO)C(=O)c2cc(NC(=O)c3ccccc3)ccc2O1
  -1.4, 0.1, -3, 3, 3, 2, nt, -14
> CC(C)CN(C(=O)COC(=O)/C=C/c1ccc(Cl)c(Cl)c1)c1c(N)n(Cc2ccccc2)c(=O)[nH]c1=O
  -5.5, -0.1, nt, -2, 14, -7, -20, 9
> O=C(c1ccc(F)cc1)N1CC(=O)N2[C@@H](CO)[C@H](c3ccc(C#Cc4ccc(F)cc4)cc3)[C@@H]2C1
  0.3, 0.1, nt, -1, 6, -12, 1, 17
> Cn1c(=O)c(C(=O)NCCc2ccccc2)c(O)c2ccccc21
  -5.1, 0.1, -1, 6, -6, -1, -9, nt
> COc1ccccc1C(=O)NCCC(=O)N(C)Cc1cccnc1
  -1.8, 0.9, 0, 4, -5, 12, -5, 2
> COc1ccc(C(NC(=O)C2CCN(C/C=C/c3ccc(OC(C)=O)c(OC)c3)CC2)c2ccccn2)cc1 (stereo not drawn)
  -0.3, -0.1, nt, 4, -16, -5, 0, 6
> O=C(CC1CCCC1)N1CCN(S(=O)(=O)c2ccc(F)cc2)CC1
  -11, 0.0, -8, 4, -12, -10, 10, 3
> Cc1c(NC(=S)NNC(=O)CCC(=O)O)c(=O)n(-c2ccccc2)n1C
  -0.7, 0.0, -11, 5, -6, -1, 2, 6
> CCOc1ccccc1N1CC(C(=O)Nc2ccccc2N2CCCC2)CC1=O (stereo not drawn)
  1.1, 0.1, -1, 1, -5, 5, 4, 4
> CC(C)c1ccc(C(=O)Nc2ccc(CN3CCOCC3)cc2)cc1
  1.1, 0.0, -5, 2, -22, -1, -17, -3
